ALOX12 inh: inhibitors of human 12S-lipoxygenase ALOX12; P18054; purified 12hLO, xylenol orange hydroperoxide absorbance; Potency, µM (doses to about 108 µM), for inactives: top-dose activity change, negative = inhibition, actives largely listed as inhibitors; 580,000 tested, 1.1% active; AID 1671190; also: potency is read from the fitted curve at half-maximal effect; % is scaled to controls: 0 for no effect and ±100 for the full control effect
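Hydroperoxide product was detected by ferrous iron/xylenol orange as the 573 to 405 nm absorbance ratio. Arachidonic acid at 40 uM (final) was turned over for 30 min at room temperature by 150 nM human 12hLO, pH 7.0 Hepes buffer, after 15 min compound preincubation.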
ERG Ets-DNA blk: ERG Ets/DNA interaction inhibition. Potency, µM (highest dose often 76.9 µM), for inactives: at the highest dose FP activity, negative = inhibition, most hits filed as inhibitors. P11308. fluorescence polarization, His-ERG Ets domain / labelled DNA. 370,000 tested, 0.028% active; active = well fitted inhibition curve with a large enough effect in the polarisation, with a control signal flat; inconclusive = small, poorly fitted or top-dose-only effect, or effect the other way, or a change in a side signal; inactive = no such curve, though single readings can be large or run the other way; the % refers to the polarisation;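 also: polarization taken with two DNA probes labelled with fluorescein and Texas red; potency is read from the fitted curve at half-maximal effect; % of control where 0% means no effect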
Target sequence (P11308 whole entry, looked up, the tested form may be a part): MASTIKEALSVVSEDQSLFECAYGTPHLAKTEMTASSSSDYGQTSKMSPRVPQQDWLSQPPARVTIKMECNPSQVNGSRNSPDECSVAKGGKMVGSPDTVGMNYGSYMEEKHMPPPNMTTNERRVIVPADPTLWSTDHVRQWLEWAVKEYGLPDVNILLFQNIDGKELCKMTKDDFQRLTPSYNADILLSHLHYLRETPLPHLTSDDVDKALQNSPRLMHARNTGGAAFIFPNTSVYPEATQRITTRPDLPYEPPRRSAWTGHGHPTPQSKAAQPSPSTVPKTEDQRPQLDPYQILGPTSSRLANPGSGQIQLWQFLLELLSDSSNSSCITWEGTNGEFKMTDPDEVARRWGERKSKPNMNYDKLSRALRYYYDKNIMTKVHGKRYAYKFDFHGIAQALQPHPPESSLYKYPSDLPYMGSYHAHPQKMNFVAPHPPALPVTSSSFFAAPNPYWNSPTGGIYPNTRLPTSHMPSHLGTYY
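His-tagged ERG Ets domain (1 uM in the protein solution; 300mM KCl, 50mM Tris-HCl, 1mM EDTA, 1mM DTT, pH 7.5) received compound, then a probe mix of 5 nM fluorescein-DNA and 100nM Texas-615-DNA. Fluorescence polarization was read for both dyes.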
Pol kappa inh: inhibitors of human DNA polymerase kappa | purified Pol kappa, fluorescent DNA synthesis assay, 10 min | 400,000 tested, 0.53% active | Potency, µM (series often up to 107 µM), for the others: at the highest dose activity, negative = inhibition, most hits filed as inhibitors | Q9UBT6 | AID 588579; also: potency is read from the fitted curve at half-maximal effect; % is scaled to controls: 0 for no effect and ±100 for the full control effect
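Activity was followed as the change in fluorescence between reads at 0 and 10 min after starting the reaction with 50 nM substrate. Beforehand, 10 nM polymerase had been preincubated with compound for 15 min at room temperature.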
Pol eta inh: blocks human DNA polymerase eta activity; Potency, µM (doses to about 114 µM), inactives show at the top dose activity change, negative = inhibition, actives largely listed as inhibitors; Q9Y253; recombinant Pol eta, fluorescent DNA replication assay; 390,000 tested, 1.2% active; also: potency is read from the fitted curve at half-maximal effect; % is scaled to controls: 0 for no effect and ±100 for the full control effect
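Fluorescent replication assay: 50 nM final substrate added after a 15 min room-temperature compound preincubation with 10 nM enzyme. Signal taken at 0 min and again at 10 min.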
Apoferritin bind: candidate novel general anesthetic via apoferritin binding. AID 485281. apoferritin/1-aminoanthracene competitive binding, fluorescence. Potency, µM (top dose mostly 77.5 µM), without a hit: at the highest dose activity change, negative = displacement, actives largely listed as inhibitors. P02791. 350,000 tested, 0.074% active; also: potency is read from the fitted curve at half-maximal effect; % is scaled to controls: 0 for no effect and ±100 for the full control effect; nearly all actives have a fitted effect of over 20% in size
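Probe: 1-aminoanthracene (50% saturated, PBS). Protein: horse-spleen apoferritin, 10 uM. Incubation: 10 min, room temperature. Detection: 380 nm excitation, 535 nm emission. Analysis: normalized response, four-parameter Hill.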
Pol beta inh: DNA polymerase beta (human) inhibition | Potency, µM (series often up to 114 µM), for inactives: at the top dose activity change, negative = inhibition, most hits filed as inhibitors | 340,000 tested, 1.3% active | AID 485314 | P06746 | Pol beta primer extension/strand displacement, fluorescence kinetic; also: potency is read from the fitted curve at half-maximal effect; % is scaled to controls: 0 for no effect and ±100 for the full control effect
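Curves were derived by four-parameter Hill fits of normalized qHTS data. The kinetic fluorescent primer-extension read was taken at 0 and 10 min after 50 nM substrate, following a 15 min room-temperature preincubation of 10 nM enzyme with compounds.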
APEX1 inh: inhibitors of human APE1 endonuclease. P27695. recombinant APE1, TAMRA/BHQ-2 abasic DNA cleavage fluorescence. Potency, µM (series often up to 65.8 µM), without a hit: at the highest dose activity change, negative = inhibition, most hits filed as inhibitors. 350,000 tested, 0.35% active. AID 2517;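 also: potency is read from the fitted curve at half-maximal effect; plate controls were vehicle for no effect and reference inhibitor for full effect; nearly all actives have a fitted effect of over 55% in size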
Target sequence (P27695 whole entry, looked up): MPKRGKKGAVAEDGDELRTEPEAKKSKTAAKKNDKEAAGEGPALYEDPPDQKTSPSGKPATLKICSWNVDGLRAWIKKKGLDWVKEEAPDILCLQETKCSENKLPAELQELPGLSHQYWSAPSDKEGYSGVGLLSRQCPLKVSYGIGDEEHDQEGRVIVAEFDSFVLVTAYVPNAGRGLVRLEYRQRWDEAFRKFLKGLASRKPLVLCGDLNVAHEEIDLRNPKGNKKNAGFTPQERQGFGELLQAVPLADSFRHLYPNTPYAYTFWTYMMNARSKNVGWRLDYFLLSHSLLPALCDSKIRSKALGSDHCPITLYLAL
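0.75 nM APE1 + cpd, 15 min RT; start w/ 50 nM TAMRA/BHQ-2 THF-abasic dsDNA; kinetic fluor 525/598 nm ×3 reads @60 s; Δ(read3−read1); normalized to DMSO and NSC13755 control wells.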
RGS4 inhibitor: blocks human RGS4-accelerated GTP hydrolysis | AID 504845 | P49798 | 390,000 tested, 0.039% active | Transcreener GDP fluorescence polarization, RGS4-accelerated GTP hydrolysis | Potency, µM (doses to about 114 µM), inactives show at the top dose activity change, negative = inhibition, usual class: inhibitors; also: potency is read from the fitted curve at half-maximal effect; % is scaled to controls: 0 for no effect and ±100 for the full control effect; nearly all actives have a fitted effect of over 75% in size; some results filed as inactive show a strong effect at the top dose
Target sequence (P49798 whole entry, looked up): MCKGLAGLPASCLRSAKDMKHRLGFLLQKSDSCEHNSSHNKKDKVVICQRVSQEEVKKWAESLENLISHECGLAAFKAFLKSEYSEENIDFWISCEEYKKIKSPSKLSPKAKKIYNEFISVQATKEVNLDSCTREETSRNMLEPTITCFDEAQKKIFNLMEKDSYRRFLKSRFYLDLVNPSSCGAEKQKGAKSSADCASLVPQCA
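MLSMR compounds (23 nl, pin-transferred) preincubated 10 min at room temperature with a 500nM (2x) first reagent, then RGS4 at 900nM (2x) plus Transcreener GDP mix added; fluorescence polarization (620/688 nm) read before and after 90 min at 30 °C.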
LDHA block: blocks human lactate dehydrogenase A; P00338; purified LDHA, NADH/diaphorase-resazurin fluorescence; active compounds read low; activity change, % (values are at about 110 or 230 µM); 480,000 tested, 0.15% active; AID 1347041; in the data active = activity change below about -30%; inconclusive = mostly about -25% to -30%;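 also: plate controls were DMSO wells for no effect and wells without enzyme for full effect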
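Human LDH5 at 2 nM final in Tris HCl pH 7.4 with 0.06 mM NADH and 0.2 mM pyruvate, reacted 5 minutes at room temperature. Remaining NADH coupled via diaphorase/resazurin; resorufin fluorescence read at 0 and 20 minutes, normalized to enzyme-free and DMSO wells.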
Starred values were filed as active, the others as inactive; ? = inconclusive; . = no result given; [ ] = dose if it differs, or a comment. Unless noted, calls follow the shape of the dose curve; as a rule, active = well fitted curve in the direction sought with a large enough effect; inconclusive = small, poorly fitted or top-dose-only effect, or another doubt; inactive = no such curve, though single readings can be large; an effect the other way counts as inactive or inconclusive. Only part of the results is shown. The share of hits here may be higher or lower than overall.

Values run as follows: ALOX12 inh, ERG Ets-DNA blk, Pol kappa inh, Pol eta inh, Apoferritin bind, Pol beta inh, APEX1 inh, RGS4 inhibitor, LDHA block
> CC1(NC(=S)NCCCCCCNC(=S)NC2(C)CCS(=O)(=O)C2)CCS(=O)(=O)C1 (stereo not given)
    ?, -9%, 2%, -16%, -11%, 13%, 2%, -8%, -5
> CCCc1cc(=O)[nH]c(SCC(=O)NC(=O)NC2CCCC2)n1
    179%[activator], -15%, -12%, -30%, ., ., 12%, 19%, -3
> CC(=O)Nc1ccc(NC(=O)CC2CCCC2)cc1
    ?, -20%, -4%, -19%, 5%, 8%, 25%, -1%, -7
> O=c1c2ccccc2n(Cc2ccccc2F)c(=O)n1Cc1ccccc1F
    0%, -1%, -10%, -8%, -19%, -1%, 9%, 21%, -9
> Cc1cc(=O)c2cc(NC(=O)c3ccccc3Cl)ccc2[nH]1
    12%, 7%, -6%, -7%, -6%, 66%, -10%, -21%, -4
> Cc1ccc(-c2cc3c(N=O)c4ccccc4c-3n[nH]2)cc1
    ?, 1%, -6%, -8%, -5%, ?, 0%, -2%, -25
> CN(C)CCN(C(=O)c1ccc(C(=O)c2ccccc2)cc1)c1nc2cc3c(cc2s1)OCO3
    ?, 3%, -8%, -16%, -12%, 14%, -3%, -2%, -1
> CCCCCC(=O)N/N=C/c1ccccc1[N+](=O)[O-]
    17%, -7%, -7%, -12%, ?, 1%, -3%, 8%, -4
> CCCSCCCNC(=O)CN1C(=O)COc2ccc(S(=O)(=O)N3CCC(C)CC3)cc21
    0%, -4%, -1%, -1%, -14%, 2%, ., -9%, 1
> CNc1cc(Cl)nc(SC)n1
    0%, -18%, 0%, -18%, -5%, 13%, 4%, -18%, -1
> CSc1cccc(NC(=S)N2CCCN(Cc3ccccc3F)C2)c1
    ?, -2%, -8%, -14%, -13%, 25%, -7%, -22%, -5
> CC1=C(C(=O)OC(C)(C)C)C(c2ccc(Br)cc2)NC(=O)N1CCCC(=O)O (stereo not given)
    -75%, 15%, 3%, -8%, -1%, 19%, 13%, 13%, -5
> Cc1ccc2cc(-c3noc(C(C)(C)C)n3)c(=O)[nH]c2c1
    -23%, 3%, -14%, -13%, -4%, 24%, 13%, -15%, -4
> Cc1ccc(CN2CC(C(=O)N(CC(C)C)c3c(N)n(Cc4ccccc4)c(=O)[nH]c3=O)CC2=O)cc1 (stereo not given)
    -23%, -11%, -13%, ?, ., ., ., 6%, 0
> COc1ccc(C(=O)NCCc2nc3ccccc3[nH]2)cc1
    -23%, -5%, -15%, -13%, 6%, -25%, ., 7%, -5
> COc1cc2nc(C(C)(C)C)oc(=O)c2cc1OC
    479%[activator], 4%, -13%, -15%, -1%, ?, -3%, 2%, 7
> Cc1cn(C2CC3OCC(NC(=O)C(NC(=O)OC(C)(C)C)C(C)OCc4ccccc4)C3O2)c(=O)[nH]c1=O (stereo not given)
    ., ., 6%, ., -2%, ., -1%, -15%, .
> CN(C)c1ccc(/C=C2\Oc3ccc(C#Cc4cccc(N)c4)cc3C2=O)cc1
    ., 103%[activator], -10%, -19%, ., ., -22%, -44%, -11
> Cc1nc(N2CCCC2)c2c(C(=O)N3CCN(c4cccc(C)c4C)CC3)c(C)oc2n1
    -1%, 7%, -13%, -21%, -16%, -4%, ., -19%, -7
> COc1ccc(-c2nncnn2)cc1
    ., -1%, 0%, -9%, -1%, -1%, 1%, -13%, 18
> O=C(Nc1ccccc1)N1CCCc2ccccc21
    76%[activator], -10%, -12%, -3%, 4%, -21%, 2%, 18%, -1
> COC(=O)c1ccc(NC(=O)CSc2cn(CC(=O)N3CCCCCC3)c3ccccc23)cc1
    0%, 2%, 3%, -19%, 2%, 0%, ., -22%, 4
> CCOC(=O)C1CCCN(c2c(NCC3CCCO3)c(=O)c2=O)C1 (stereo not given)
    ?, -2%, -11%, -1%, 4%, 4%, 4%, 15%, -3
> CCc1ccc(NC(=S)NC(=O)c2c(-c3ccccc3Cl)noc2C)cc1
    4%, 1%, -8%, -12%, -16%, 10%, -9%, -8%, -8
> N#Cc1cccc(NC(=O)CCNS(=O)(=O)c2ccc3[nH]c(=O)oc3c2)c1
    ., 10%, -8%, -19%, -6%, 11%, 15%, 11%[56.9 µM], -4
> COc1ccc(-n2nnnc2SCC#CCO)cc1
    -11%, 0%, -7%, -6%, -23%, -10%, -2%, 10%, -15
> CCC(=O)NC(=S)Nc1ccc(Cl)cn1
    5%, -6%, 2%, -22%, ?, 6%, 0%, -10%, -4
> O=C(NCc1ccccc1Cl)c1ccc2c(O)c(S(=O)(=O)c3ccccc3)c(=O)[nH]c2c1
    -19%, -3%, -4%, 2%, -3%, 7%, ., 25%, -3
> Cc1ccccc1-n1c(=O)cc(N2CCN(Cc3ccccc3)CC2)[nH]c1=O
    0%[57.4 µM], 4%, 0%, -19%, 4%, -1%, -8%, -11%, -3
> COc1ccc(-c2ccc3c(c2)S(=O)(=O)c2cccc(C(=O)NCCOc4ccccc4)c2C3=O)cc1OC
    ., 0%, 6%, ?, ., ., -21%, -34%, -1
> COc1nc(Oc2ccc(=O)[nH]n2)nc(N2CCOCC2)n1
    -16%, -13%, -1%, 1%, -2%, -4%, 3%, 16%, 0
> Cc1ccc(S(=O)(=O)c2c(C)nn(C(C)(C)C)c2OC(=O)C2CCCC2)cc1
    0%, 2%, -12%, -16%, 38%[activator], -13%, -4%, -21%, -2
> CC1CC(C)CN(CCOc2ccc(Cl)cc2Cl)C1 (stereo not given)
    ?, -4%, -1%, -18%, -9%, 11%, 2%, -31%, -7
> CN(C(=O)c1ccco1)c1nnc(-c2ccc(F)cc2)s1
    15%, -8%, -8%, 1%, -14%, 24%, 5%, 5%, -13
> CN(C)S(=O)(=O)N1CCN(c2ccccc2)CC1
    13%, -1%, -1%, -5%, -14%, 8%, -2%, 21%, 2
> O=C(O)COCC(=O)Nc1ccc(Oc2ncnc3cc(Cl)ccc23)nc1
    0%, -5%, -12%, 0%, 1%, 1%, 8%, -18%, -8
> O=c1c2ccccc2c(/C=N/n2cnnc2)c(O)n1-c1ccccc1F
    -13%, 0%, -15%, -10%, 362%[activator], 17%, 25%, -13%, 2
> COc1ccc(-c2nc(NC(=O)CCNC(=O)c3ccco3)sc2C)cc1
    -3%, 0%, -6%, -7%, -20%, -5%, 0%, 16%, -3
> CC(C)(C)OC(=O)NCCc1n[nH]c(=S)o1
    ?, -7%, 5%, -4%, 7%, -4%, -3%, -6%, -2
> Cc1ccc(N(CC(=O)Nc2cccc(N(C)S(C)(=O)=O)c2)S(C)(=O)=O)cc1
    29%, -16%, 0%, -12%, -10%, 14%, 3%, -6%, -2
> Cc1ccc(C(C(=O)NC(C)(C)C)N(C(=O)c2csnn2)C2CC2)cc1 (stereo not given)
    -23%, -7%, -7%, -8%, -3%, 15%, 21%, -17%, -9
> O=C(NCc1ccco1)c1ccc(Cn2c(=O)c3ccccc3n(Cc3ccc(Cl)cc3)c2=O)cc1
    -11%, 6%, -17%, 3%, -19%, -16%, 6%, -20%, -10
> Cc1ccc(C(=O)N2CCCCCC2)cc1Br
    2%, 8%, -2%, -12%, ?, -2%, -1%, -14%[11.4 µM], -3
> O=C(c1coc(=O)c(Br)c1)N1CCC(C(O)(c2ccccc2)c2ccccc2)CC1
    -7%, 1%, 0%, -18%, 12%, -14%, 2%, -4%, -6
> COc1ccc2nc(NC(=O)c3nc(S(=O)(=O)Cc4ccccc4)ncc3Cl)sc2c1
    1%, 4%, ?, ?, -23%, 5.6µM*, ., -10%, -14
> COc1cccc(C(=O)N/N=c2\oc3c(OC)cccc3cc2C(=O)NCc2ccccc2)c1
    -14%, 15%, 0%, -16%, -7%, 42%, 2%, -24%, 1
> C=CCN(C(=O)c1csnn1)C(C(=O)NCc1ccccc1)c1cccs1 (stereo not given)
    10%, 3%, -4%, -3%, 7%, 17%, 32%, -3%, 1
> COc1cccc(Nc2nc(N)c([N+](=O)[O-])c(NCc3ccco3)n2)c1
    -4%, -9%, -8%, ?, -18%, ?, -1%, 10%, 0
> CSc1ccccc1NC(=O)CSCc1ccc(C)cc1
    -4%, 1%, -17%, -17%, -16%, ?, -3%, -10%, -5
> Cc1c(Br)cnn1C(C)C(=O)N1CCN(c2ccc(F)cc2)CC1 (stereo not given)
    -16%, -3%, -16%, -11%, ., ., 3%, -30%, -2
> O=C(O)C1CCC(CNS(=O)(=O)c2ccc(Cl)cc2)CC1 (stereo not given)
    -18%, 0%, 0%, -14%, 8%, 20%, -10%, -22%, -3
> CN(CC(=O)Nc1cccc(F)c1)C(=O)c1ccc(COc2ccccc2)o1
    -15%, ., -7%, -13%, ., ., 0%, -27%, -2
> CCCC(C(=O)c1ccccc1)n1cncn1 (stereo not given)
    0%, 3%, 4%, -14%, -7%, -1%, -1%, -25%, -4
> Cc1ccc(-c2nnc(N3CCN(C(=O)COc4ccccc4)CC3)c3ccccc23)cc1
    -22%, -4%, -14%, -11%, -14%, 0%, -3%, 22%, -8
> CCS(=O)(=O)N1CCN(C(=O)c2cccnc2)CC1
    0%, 2%, -2%, -12%, -10%, -1%, -1%, -33%, -5
> CC(=O)Nc1ccc(S(=O)(=O)Nn2cnnc2)cc1
    -19%, 0%, 7%, -18%, -1%, 19%, 7%, -17%, -1

Source: PubChem BioAssay (National Center for Advancing Translational Sciences (NCATS))
